Phagocyt inh = macrophage phagocytosis inhibition | J774A.1 macrophage IgG-bead phagocytosis, imaging | inhibition, % at 5 µM | actives 0.07% (n = 110,000);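 active means inhibition above the mean of the plate negative controls plus 5 SD, cut at about 13% in these data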;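 further: phagocytic index as fraction of beads internalized from green versus red external bead signal; plate controls were DMSO negative control for no effect and cytochalasin-D positive control for full effect; some results beyond the cut were filed as inactive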
Yeast growth inh = chemicals that inhibit yeast BB579 growth in restrictive medium (lifespan-shortening candidates); S. cerevisiae BB579 growth, OD615, 48 h; inhibition, % at 10 µM; actives 0.51% (n = 140,000);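 active means inhibition above a set limit, 3 SD over the mean compound inhibition, cut at about 44% in these data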; further: inactives centre near -24
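Material: Saccharomyces cerevisiae DeaD strain BB579, replicative lifespan model yeast; buffer or medium: CSMM-D restrictive synthetic medium containing dextrose (glucose); compound: 10 µM single dose, DMSO 0.25%; timing: 48 h compound exposure at 30 °C after 4 h preincubation; signal: turbidity as optical density at 615 nm; benchmarks: positive control amphotericin B 10 µg/mL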
bCat KO growth = beta-catenin-lacking colon tumor cell growth suppression; HCT116 beta-catenin knockout viability, CellTiter-Glo, 60 h; stronger effect = lower value; viability, % at 10 µM; actives 1.5% (n = 140,000); AID 818;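 active means viability at or under a set limit, the compound median less 4 SD, cut at about 6% in these data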;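 further: 0% = Hyamine 1622 control at 20 µM and 100% = untreated cell control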
NPY-Y2 antag = NPY-Y2 (human) receptor antagonism | NPY-Y2 expressing cells, antagonist mode | inhibition, % at 2.7 µM | actives 0.99% (n = 140,000) | AID 793; in the data active means inhibition above about 17%;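 further: 0% = vehicle with agonist challenge and 100% = reference antagonist with challenge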
Target sequence (P49146 whole entry, looked up): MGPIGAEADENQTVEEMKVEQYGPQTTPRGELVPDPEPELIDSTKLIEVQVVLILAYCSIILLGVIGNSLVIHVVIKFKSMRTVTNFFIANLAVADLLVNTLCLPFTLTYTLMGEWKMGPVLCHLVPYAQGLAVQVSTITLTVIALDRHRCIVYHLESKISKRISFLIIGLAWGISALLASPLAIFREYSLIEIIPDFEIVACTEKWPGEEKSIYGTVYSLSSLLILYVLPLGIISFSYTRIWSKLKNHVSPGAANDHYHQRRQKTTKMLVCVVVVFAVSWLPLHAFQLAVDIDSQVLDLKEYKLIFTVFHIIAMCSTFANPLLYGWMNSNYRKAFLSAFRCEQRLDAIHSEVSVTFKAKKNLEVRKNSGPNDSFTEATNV
MRP1 act = activators of MRP-1. viability increase, % at 10 µM. H69AR cells + doxorubicin, viability rescue, CellTiter-Glo. actives 0.61% (n = 140,000);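 active means viability gain under doxorubicin at or above a set limit, the compound median plus 3 SD, cut at about 4.7% in these data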;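 further: MRP-1 overexpressing cells given doxorubicin 25 µM after compound pretreatment; 18-22 h compound pretreatment then 72 h with doxorubicin before readout; 0% = doxorubicin-only wells and 100% = vehicle-treated cells without doxorubicin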
Measles CPE = protection of cells from measles virus | actives 1.5% (n = 140,000) | protection (pct of control), % at 4 µM | Measles virus-infected cells, CPE protection, absorbance | AID 841; in the data active means protection mostly above about 24%, no sharp cut-off; inactive means mostly below about 26%; further: some compounds called inactive have numbers as strong as hits
Yeast lifespan up = yeast lifespan extension. S. cerevisiae growth with nicotinamide, OD615; deaD strain in restrictive glucose medium. inhibition of the nicotinamide effect, % at 10 µM. actives 0.68% (n = 130,000);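 active means inhibition above a set limit, placed 3 SD over the median of all compounds, cut at about 26% in these data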;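 further: 0% = nicotinamide-treated wells and 100% = cells grown without nicotinamide; some compounds called inactive have numbers as strong as hits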
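Assay system: engineered S. cerevisiae DeaD replicative-lifespan strain, galactose-grown log-phase cells; medium: restrictive CSMM-D dextrose medium; also added: nicotinamide, 1.5 mM, co-present with compound; schedule: 48 h compound exposure at 30 °C, humidified; detection: absorbance at 615 nm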
E-sel TNF inh = blocks E-selectin expression induced by TNF alpha | HUVEC TNFa-induced E-selectin immunofluorescence, high content | inhibition, % at 2 µM | actives 0.71% (n = 120,000);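 active means inhibition above the batch mean plus 3 SD, and confirmed as a hit on visual image review, cut at about 43% in these data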;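 further: 0% = TNF-stimulated DMSO wells and 100% = unstimulated control wells; not every result past the cut was called active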
PTEN del growth = suppresses growth of cells with PTEN deletion | HCT116 PTEN-null viability, CellTiter-Glo, 60 h; stronger effect = lower value | viability, % at 10 µM | actives 1.2% (n = 140,000);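 active means viability at or below a set limit, 4 SD under the median of all tested compounds, cut at about 3.7% in these data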;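 further: PTEN knockout HCT116 line with beta catenin targeted HCT116 as companion control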
GALR2 antag = GALR2 (human) receptor antagonism; O43603; GALR2-expressing cells, antagonist mode; inhibition, % at 4 µM; actives 0.39% (n = 140,000); in the data active means inhibition above about 27%;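 further: cells stimulated with galanin 1-16 at roughly its EC80; 0% = agonist challenge control and 100% = basal control without agonist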
Target sequence (O43603 whole entry, looked up): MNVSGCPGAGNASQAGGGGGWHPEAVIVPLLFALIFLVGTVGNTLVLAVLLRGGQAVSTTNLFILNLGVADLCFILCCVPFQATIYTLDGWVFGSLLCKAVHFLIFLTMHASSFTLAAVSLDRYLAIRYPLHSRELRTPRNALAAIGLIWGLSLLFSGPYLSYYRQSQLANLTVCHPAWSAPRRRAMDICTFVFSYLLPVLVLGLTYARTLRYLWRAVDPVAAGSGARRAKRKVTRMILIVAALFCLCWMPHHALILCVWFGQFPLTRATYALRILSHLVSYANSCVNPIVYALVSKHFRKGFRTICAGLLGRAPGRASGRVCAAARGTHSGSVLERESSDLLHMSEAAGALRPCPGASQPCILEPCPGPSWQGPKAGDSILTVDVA
Numbers without * were called inactive; . = no result given.

Values run as follows: Phagocyt inh	Yeast growth inh	bCat KO growth	NPY-Y2 antag	MRP1 act	Measles CPE	Yeast lifespan up	E-sel TNF inh	PTEN del growth	GALR2 antag
> Cc1cc(-c2nn3c(-c4ccccc4)nnc3s2)c2ccccc2n1
→ -1	-32	67	4	-3.8	4	-15	-8	58	-5
> COc1ccc(C2C(C(=O)N3CCOCC3)CCC(=O)N2c2ccc(OC)cc2)cc1 (centres undefined)
→ .	-10	88	3	0.1	11	-11	0	92	0
> CC(C)CN(CC(C)C)S(=O)(=O)c1cc([N+](=O)[O-])ccc1N1CCCCCC1
→ .	-63	63	6	-1.6	4	7	-50	71	-12
> CCOC(=O)N1CCN(C(=O)c2ccc3nc(C)sc3c2)CC1
→ -2	-21	100	-2	-2.6	1	0	18	97	-11
> CCCNC(=O)Cn1cnc2sc(C(=O)Nc3cc(OC)c(OC)c(OC)c3)c(C)c2c1=O
→ .	-20	95	2	0.3	6	5	.	106	-17
> O=C(CN1c2cccc3cccc(c23)S1(=O)=O)N1CCOCC1
→ 0	-8	93	1	-1.4	2	-4	-24	87	4
> CCSc1nc2c([nH]c3ccccc32)c(=O)n1C
→ -1	-22	98	1	-2.4	24	-13	36	103	15
> O=C(c1cccs1)N1CCn2c1nc1ccccc12
→ -1	-21	95	3	-0.5	14	-9	3	78	0
> CCN(CC)S(=O)(=O)c1cc(NC(=O)COC(=O)CCC(=O)c2ccc(F)cc2)ccc1C
→ -1	-37	90	4	-2.1	5	1	-9	92	-1
> O=C(COC(=O)c1ccc(S(=O)(=O)NCc2ccco2)cc1)Nc1ncc(Cl)cc1Cl
→ -1	-26	81	-2	-1.4	2	-1	.	91	2
> Cc1ccc(-n2c(C)nc3oc4ccccc4c(=O)c3c2=O)cc1
→ 0	-23	94	3	-1.8	17	-14	-4	93	-1
> Cc1ccc(NC(=O)CC2S/C(=N/N=C3\CCCc4ccccc43)NC2=O)cc1 (centres undefined)
→ -6	3	80	0	1.6	12	2	.	66	-4
> CCN(CC)C(=O)C(C)OC(=O)COc1ccc(Cl)cc1C (centres undefined)
→ 0	15	85	5	-0.6	27	-14	-4	86	0
> CC(C)OC(=O)NCCOC(=O)Nc1ccc(Cl)c(Cl)c1
→ .	-25	77	11	0.4	12	.	-3	74	1
> CCOC(=O)c1cc(C)n(Cc2ccc(OCC)c(OC)c2)c1C
→ -1	-32	72	8	-1.6	6	-5	15	86	-17

Additional records
Values run as follows: Phagocyt inh	Yeast growth inh	bCat KO growth	NPY-Y2 antag	MRP1 act	Measles CPE	Yeast lifespan up	E-sel TNF inh	PTEN del growth	GALR2 antag
> CCOC(=O)c1ccc(N2C(=O)C3C(C2=O)C(C(=O)c2ccc(Cl)cc2)N2CCCC32)cc1 (centres undefined)
→ 0	-51	89	4	-3.0	5	-17	-22	95	-20
> CCCC(=O)Nc1ccc(C(=O)Nc2nc(CC(=O)OCC)cs2)cc1
→ -1	-44	96	2	0.1	16	-12	17	105	-11
> CCC(Sc1nc2ccc(N)cc2s1)C(=O)Nc1nccs1 (centres undefined)
→ 2	-40	83	8	-2.1	2	22	19	76	4
> Cc1[nH]c(=O)[nH]c(=O)c1S(=O)(=O)N1CCN(c2cccc(Cl)c2)CC1
→ -1	-61	101	0	-1.2	20	0	31	106	-6
> CC(C)CCNC(=O)C(NS(=O)(=O)c1ccc2c(c1)c(=O)n(C)c(=O)n2C)c1ccccc1 (centres undefined)
→ 0	-17	88	1	0.3	19	-5	.	104	-4
> CC(=O)c1ccccc1OCCCN1CCCCC1
→ -2	-42	94	5	-0.5	3	2	30	102	8
> N#Cc1c(C(F)(F)F)cc(-c2cccc(Cl)c2)[nH]c1=O
→ 0	-4	93	4	-1.5	9	-13	.	94	-2
> C/C(=N/NC(=O)Cc1cccc2ccccc12)c1cccs1
→ .	-66	86	6	0.8	16	-9	-24	82	5
> CCOc1ccc(C)cc1S(=O)(=O)Nc1ccc(Cl)cn1
→ -2	-27	68	1	-2.2	7	-2	7	99	-1
> O=c1c2c(n3nnnc3n1Cc1ccccc1)-c1ccccc1CC21CCCC1
→ -1	-38	94	1	-1.1	5	-10	5	89	-6
> CC(C)(C)C(=O)Nc1nc2c(s1)COc1ccccc1-2
→ 0	-15	85	2	-2.3	28	-11	.	81	0
> COc1ccc(N2CCN(C(=O)CCCSc3nc4ccccc4[nH]3)CC2)cc1
→ -2	-28	78	2	-1.1	31	-1	-12	73	3
> COC(=O)C(C)Sc1nnc(Cc2cc(=O)[nH]c(=O)[nH]2)n1-c1cccc(OC)c1 (centres undefined)
→ 0	-15	97	1	1.9	19	-5	.	104	-1
> COc1cc([C@H]2[C@@H]3CCCC[C@]3(O)CCN2Cc2ccccc2F)ccc1O
→ 0	-86	102	4	-1.5	0	-1	1	95	17
> CN(C)Cc1c(O)ccc2occ(C(=O)c3ccccc3)c12
→ 0	-40	72	7	-1.9	6	18	11	82	16

More structures follow:
Values run as follows: Phagocyt inh	Yeast growth inh	bCat KO growth	NPY-Y2 antag	MRP1 act	Measles CPE	Yeast lifespan up	E-sel TNF inh	PTEN del growth	GALR2 antag
> CCn1c(=O)c2c(nc3n2CCS3)n(C)c1=O
→ .	-24	92	1	-2.5	7	-3	-6	95	-2
> CCCOc1ncnc2c1[nH]c1ccccc12
→ 0	-59	46	0	-2.2	.	-11	10	53	29*
> O=C1NC(c2ccccc2)=C(c2ccccc2)C1=O
→ -2	16	95	1	0.3	45*	-1	7	106	-3
> Oc1ccccc1C=NCC(O)c1ccccc1 (centres undefined)
→ -3	-25	97	1	-1.9	13	4	-19	98	5
> CCOc1ccc(C(=O)Nc2ccc(S(=O)(=O)N3CCOCC3)cc2)cc1OCC
→ 1	-22	98	3	-4.1	8	6	-3	93	5
> Cc1ccc(S(=O)(=O)Oc2ccc(/C=N/NC(=O)c3c(Cl)cnn3C)cc2)cc1
→ .	-14	99	3	1.2	10	.	7	99	10
> CN(C)/C=N/c1sc2c(c1C#N)CCC2
→ 0	-32	93	-2	-1.9	12	-11	.	89	4
> N/C(=N\OC(=O)CCc1ccccc1)c1cccc(Br)c1
→ 0	-21	96	2	-0.7	1	-24	-21	99	-8
> Cc1cccc(C)c1Nc1ncnc(N)c1[N+](=O)[O-]
→ 4	-23	94	2	1.8	8	-4	1	103	2
> CCc1cccc2c(C(=O)COC(=O)c3ccccc3)c[nH]c12
→ -7	-17	72	-1	1.1	28*	3	.	74	5
> CCN(CC)c1nc2ccccc2c(N)c1-c1ccccc1
→ -2	-7	7	23*	-1.9	33	-14	11	14	23
> CS(=O)(=O)N1Cc2ccccc2CC1C(=O)Nc1ccccc1C(N)=O (centres undefined)
→ 0	-22	97	0	-1.4	8	-2	-2	100	-8
> C=CCn1c(NC(=O)CC)c(C(=O)OCC)sc1=S
→ -2	-86	85	1	0.0	5	0	0	98	6
> CCOC(=O)C(Cc1ccc(NC(=O)/C(=C/c2ccc(OC(C)=O)cc2)NC(C)=O)cc1)N1C(=O)c2ccccc2C1=O (centres undefined)
→ .	-11	102	6	-2.5	7	-10	9	101	-5
> COc1cc(NS(=O)(=O)c2ccc(N)cc2)nc(OC)n1
→ .	-28	102	-1	-0.2	29	17	.	96	7

Remaining list, next part.
Values run as follows: Phagocyt inh	Yeast growth inh	bCat KO growth	NPY-Y2 antag	MRP1 act	Measles CPE	Yeast lifespan up	E-sel TNF inh	PTEN del growth	GALR2 antag
> O=C(COC(=O)c1ccc2c(=O)n3c(nc2c1)CCC3)Nc1ccccc1F
→ -1	-55	93	2	-1.5	14	0	.	99	15
> Cc1nc2sc3c(c2c(=O)o1)CCCC3
→ 0	13	101	5	-1.9	29	-10	-20	97	-1
> Cc1ccc(SCCNS(C)(=O)=O)cc1
→ 3	17	98	0	0.1	18	-14	-35	98	10
> O=C1C2CCCN2C(c2cccc(F)c2)N1c1cccc(Cl)c1 (centres undefined)
→ 0	-10	93	0	0.4	7	-2	.	111	6
> O=C(c1ccco1)N(CC1CCCO1)c1nc(-c2ccccc2)cs1 (centres undefined)
→ 0	-44	25	8	-1.7	10	-9	-14	46	-14
> COc1ccc(C(=O)NC2=C(C#N)CCC2)cc1OC
→ 0	-15	91	1	-0.6	8	-18	-39	92	-11
> COc1cc(/C=C/C(=O)N2CCCC2)cc(OC)c1OC
→ -9	-14	91	0	-1.7	4	-3	2	100	-8
> Cn1cnc(S(=O)(=O)N2CCc3ccccc32)c1
→ 0	-48	89	-1	-0.9	7	-2	.	100	-4
> CCOC(=O)c1ccc(-c2cccc(C(F)(F)F)c2)nc1C
→ -1	-40	101	1	2.9	4	-29	28	87	3
> Cc1cc(C)cc(Nc2ncc3c(n2)CCCC3=O)c1
→ -2	-36	98	4	-1.9	10	-32	31	89	6
> CSc1nsc(SCC(=O)Nc2nc3ccccc3s2)n1
→ -4	-10	95	11	-1.4	4	-7	7	104	-9
> CC(=Nc1cccc(O)c1)c1sc2ccccc2c1O
→ 0	-22	94	0	-1.6	6	-20	1	110	-4
> Cc1nn(CC(=O)NCc2ccc(Cl)cc2)c(C)c1[N+](=O)[O-]
→ -2	-52	93	2	-2.1	3	3	5	84	2
> CCCNC(=O)C(=O)Nc1ccc(N(C)C)cc1
→ .	-3	97	2	0.8	7	.	-5	103	7
> Cc1ccccc1OCC(=O)Nc1ccccc1-c1ccccc1NC(=O)COc1ccccc1C
→ .	-10	54	1	-1.3	4	8	-16	64	-4
> COC(=O)NCC(c1cccnc1)N1CCN(c2ccccc2)CC1 (centres undefined)
→ .	0	86	1	-1.2	1	0	.	87	7
